# IDH1 R132H inh: inhibitors of human mutant IDH1 R132H | O75874 | IDH1-R132H enzyme, NADPH consumption, diaphorase/resazurin fluorescence | Potency, µM (series often up to 76.6 µM), for the others: top-dose activity change, negative = inhibition, hits mostly inhibitors | 390,000 compounds, 0.093% hits | AID 602179; also: potency is read from the fitted curve at half-maximal effect; % is scaled to controls: 0 for no effect and ±100 for the full control effect; nearly all actives have a fitted effect of over 65% in size
#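 IDH1-R132H (0.5 ug/mL dispensed) in pH 7.5 Tris buffer was preincubated 30 min with compound, then given a substrate mix of 0.016 mM NADPH and 2 mM alpha-KG for 80 min at room temperature; remaining NADPH was read by diaphorase/resazurin fluorescence.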
# Glioma ERSR ind: ER stress response induction in glioma. U87-MG GRP78 promoter luciferase reporter, 16 h. Potency, µM, without a hit: top-dose activation, hits mostly activators. 420,000 compounds, 0.02% hits; also: potency is read from the fitted curve at half-maximal effect; series mostly up to about 76 µM; % of control where 0% means no effect; nearly all actives have a fitted effect of over 35% in size
#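 Stably transfected U87-MG human glioma cells carrying a GRP78-based luminescent sensor were seeded at 1000 cells/well, pin-dosed with compounds and incubated 16 h. Luciferase reagent was then added, and end-point luminescence was read after 10 min at room temperature.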
# RXFP1 agonist: agonists of human relaxin receptor RXFP1. 370,000 compounds, 0.3% hits. HEK293T-RXFP1 cAMP TR-FRET, 30 min; response scale: percent of porcine relaxin response, buffer zero. Q9HBX9. AID 2676. Potency, µM (top dose mostly 57.5 µM), inactives show top-dose activation, most hits filed as activators; also: potency is read from the fitted curve at half-maximal effect; % is scaled to controls: 0 for no effect and ±100 for the full control effect; nearly all actives have a fitted effect of over 60% in size; many of its hits are not listed in these tables
# Target sequence (Q9HBX9 whole entry, looked up): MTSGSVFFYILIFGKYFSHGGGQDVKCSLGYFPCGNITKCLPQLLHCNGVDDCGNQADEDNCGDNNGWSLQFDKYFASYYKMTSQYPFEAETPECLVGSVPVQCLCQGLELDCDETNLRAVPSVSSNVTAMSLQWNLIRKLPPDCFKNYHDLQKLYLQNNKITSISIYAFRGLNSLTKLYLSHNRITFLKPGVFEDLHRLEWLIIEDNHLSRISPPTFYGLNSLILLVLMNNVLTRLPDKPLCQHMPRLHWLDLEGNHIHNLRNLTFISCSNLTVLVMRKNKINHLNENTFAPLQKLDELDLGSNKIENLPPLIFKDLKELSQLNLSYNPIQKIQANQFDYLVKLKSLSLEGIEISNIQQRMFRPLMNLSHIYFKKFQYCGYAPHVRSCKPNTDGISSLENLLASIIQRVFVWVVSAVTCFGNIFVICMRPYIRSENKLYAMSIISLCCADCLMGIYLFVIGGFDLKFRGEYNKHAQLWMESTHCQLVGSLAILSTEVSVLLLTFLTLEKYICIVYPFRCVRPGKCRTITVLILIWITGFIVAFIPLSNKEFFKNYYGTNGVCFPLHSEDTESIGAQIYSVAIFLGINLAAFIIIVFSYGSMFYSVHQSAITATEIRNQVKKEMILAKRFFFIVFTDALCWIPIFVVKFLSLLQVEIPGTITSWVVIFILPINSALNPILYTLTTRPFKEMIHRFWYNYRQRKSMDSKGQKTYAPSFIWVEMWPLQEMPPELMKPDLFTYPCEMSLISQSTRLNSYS
#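 cAMP rise read by TR-FRET after 30 min, 37C compound exposure (up to 58 uM) in RXFP1-transfected HEK293 cells with Ro 20174 present. EC50 from Hill-equation fits, with 29 nM porcine relaxin as 100% and buffer as basal.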
# TrxR1 substrate: substrates of rat thioredoxin reductase 1; O89049; Potency, µM (top dose mostly 114 µM), without a hit: at the highest dose activity change, negative = substrate turnover; AID 588456; 390,000 compounds, 0.01% hits; purified TrxR1 substrate turnover, NADPH consumption readout; also: potency is read from the fitted curve at half-maximal effect; % is scaled to controls: 0 for no effect and ±100 for the full control effect; nearly all actives have a fitted effect of over 50% in size
#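 Rat TrxR1, dispensed at 90 nM, was prereduced with 400 uM NADPH (final) for 5 min at ~22 deg C, then incubated with compound 15 min before 400 uM selenite. A first-read NADPH fluorescence drop versus no-compound background flagged substrates.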
# Vif-A3G inh: inhibitors of Vif-APOBEC3G interaction | HeLa A3G-eYFP + Vif (tagged APOBEC3G with the HIV-1 protein that degrades it), YFP fluorescence, overnight | Potency, µM (series often up to 46.1 µM), without a hit: at the top dose activity, negative = active, usual class: inhibitors | 410,000 compounds, 0.076% hits;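 also: potency is read from the fitted curve at half-maximal effect; % is scaled to controls: 0 for no effect and ±100 for the full control effect; nearly all actives have a fitted effect of over 60% in size; hits raise eYFP signal because A3G escapes Vif-driven loss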
# Target sequence (Q9HC16 whole entry, looked up): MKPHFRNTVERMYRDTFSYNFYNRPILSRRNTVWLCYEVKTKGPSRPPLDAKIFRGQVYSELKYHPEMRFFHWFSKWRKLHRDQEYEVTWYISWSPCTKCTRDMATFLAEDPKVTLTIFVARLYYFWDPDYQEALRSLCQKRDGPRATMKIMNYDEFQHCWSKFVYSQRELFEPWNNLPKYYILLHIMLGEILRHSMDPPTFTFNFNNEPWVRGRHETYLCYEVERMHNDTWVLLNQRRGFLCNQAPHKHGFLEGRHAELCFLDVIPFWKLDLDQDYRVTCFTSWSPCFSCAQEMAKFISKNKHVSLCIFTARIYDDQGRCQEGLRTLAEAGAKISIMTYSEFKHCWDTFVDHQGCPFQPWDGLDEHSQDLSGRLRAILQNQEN
#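 Read-out is eYFP fluorescence (Ex 488/Em 500-530) from Vif-expressing HeLa A3G-eYFP cells; more signal means A3G escaped Vif-mediated degradation. Cells plated overnight, compound pinned in, incubated overnight at 37 deg C.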
# Vif-APOBEC3F blk: Vif-A3F binding inhibition; HeLa A3F-eYFP + Vif (tagged APOBEC3F with the HIV-1 protein that degrades it), YFP fluorescence increase; Potency, µM (titrated, usually from 46.1 µM), without a hit: at the top dose activity, negative = active; 390,000 compounds, 0.2% hits; AID 602313; also: potency is read from the fitted curve at half-maximal effect; % of control where 0% means no effect; nearly all actives have a fitted effect of over 65% in size
#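 HeLa cells stably expressing A3F-eYFP plus Vif, plated and incubated overnight at 37 deg C, then exposed to compounds overnight at 37 deg C. Blocked degradation read as raised yellow fluorescence (Ex 488/Em 500-530).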
# PI4K2A inh: blocks human PI4K2A kinase activity | purified PI4K2A, ADP-Glo luminescence, 1 h; active compounds read low | Q9BTU6 | activity change, negative = inhibition, % at 76.9 µM | 420,000 compounds, 0.13% hits; in the data active = activity change below about -50%; inconclusive = mostly about -30% to -49%;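 also: -100% = wells without enzyme as full effect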
#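 In this quantitative HTS, ADP production by PI4K2A was quantified luminescently after 1 h at ambient temperature; 100 microM adenosine served as plate-quality control.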
# USP1-UAF1 inh: blocks the human USP1/UAF1 deubiquitinase complex; Potency, µM (series often up to 57.1 µM), for the others: top-dose activity change, negative = inhibition, most hits filed as inhibitors; recombinant USP1/UAF1, Ub-Rhodamine cleavage fluorescence; AID 743255; 390,000 compounds, 0.23% hits; O94782; also: potency is read from the fitted curve at half-maximal effect; % is scaled to controls: 0 for no effect and ±100 for the full control effect; nearly all actives have a fitted effect of over 60% in size; inactives centre near -12
#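 USP1/UAF1 complex (1 nM) preincubated 15 min at room temperature with compound, then Ub-Rho substrate (150 nM final) added. Kinetic fluorescence at 480/540 nm over 6 reads at 60 s intervals; 50 mM HEPES pH 7.8, 0.5 mM EDTA, 0.1 mg/ml BSA, 1 mM TCEP, 0.01% Tween-20.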
# LDHA block: blocks human lactate dehydrogenase A; P00338; purified LDHA, NADH/diaphorase-resazurin fluorescence; active compounds read low; activity change, % (values are at about 110 or 230 µM); 480,000 compounds, 0.15% hits; AID 1347041; in the data active = activity change below about -30%; inconclusive = mostly about -25% to -30%;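 also: plate controls were DMSO wells for no effect and wells without enzyme for full effect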
#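 Human LDH5 at 2 nM final in Tris HCl pH 7.4 with 0.06 mM NADH and 0.2 mM pyruvate, reacted 5 minutes at room temperature. Remaining NADH coupled via diaphorase/resazurin; resorufin fluorescence read at 0 and 20 minutes, normalized to enzyme-free and DMSO wells.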
# Numbers without * were called inactive; ? = inconclusive; . = not tested or not shown; [ ] = remark or other dose. Unless noted, calls follow the shape of the dose curve; as a rule, active = well fitted curve in the direction sought with a large enough effect; inconclusive = small, poorly fitted or top-dose-only effect, or another doubt; inactive = no such curve, though single readings can be large; an effect the other way counts as inactive or inconclusive. This is a subset. The share of hits here may be higher or lower than overall.
SMILES,IDH1 R132H inh,Glioma ERSR ind,RXFP1 agonist,TrxR1 substrate,Vif-A3G inh,Vif-APOBEC3F blk,PI4K2A inh,USP1-UAF1 inh,LDHA block
CCCN1C(=O)C2(/C(=C(\O)c3ccc4c(c3)OCCO4)C(=O)C(=O)N2CCCOC)c2ccccc21 (stereo not drawn),-3%,-3%,13%,-7%,-1%,5%,1,-13%,3
Cc1ccc(CNC(=O)C(=O)NCC2OCCN2S(=O)(=O)c2ccc(Br)cc2)cc1 (stereo not drawn),-2%,-3%,-0.1%,-7%,0%,-4%,0,0%,4
Cc1ccc2c(c1)c(CC(=O)Nc1ccc(F)cc1)c(C(=O)O)n2C,7%,-4%,-2.4%,10%,0%,-4%,0,-15%,7
CC(C)Cn1cc(C(=O)NCCCN2CCCC2=O)c2c3ccccc3n(C)c2c1=O,4%,-4%,2.2%,99%[activator],1%,-2%,1,-1%,10
CCOC(=O)c1cnc(SC)nc1Sc1ccccc1Cl,8%,-5%,0.4%,-8%[57.1 µM],-9%,6%,-6,-27%,1
COc1ccc(NC(=O)NC2CCCCCCC2)cc1OC,-7%,6%,-0.1%,-5%,-1%,-5%,2,-12%,-4
O=C(c1ccc(C23CC4CC(CC(C4)C2)C3)o1)N1CCOCC1,6%,3%,0.2%,6%,-3%,0%,2,-11%,-5
CCC(=O)N1CCc2cc(Br)cc(S(=O)(=O)CCC(=O)NCc3ccc(C)cc3)c21,5%,-2%,-3.6%,7%[2.29 µM],-6%,-15%,-6,?,-7
CC(C)(C)OC(=O)N1CCC(c2c(C(=O)NC3CCN(Cc4ccccc4)CC3)cnn2-c2cccc(F)c2)CC1,3%,-1%,-6.2%,-4%,1%,0%,-9,9%,1
CC1(C)CC(=O)C(N=Nc2c(F)cccc2F)=C(O)C1,7%,7%,-0.7%,-5%[57.1 µM],-4%,-1%,-3,-19%,-3
O=C(C#Cc1ccccc1)c1ccccc1,-6%,-13%,.,.,-29%,0%,17,-16%,-16
CC12CCC(C(=O)Nc3ccc4c(c3)OCCO4)(OC1=O)C2(C)C (stereo not drawn),3%,-6%,-0.6%,8%[57.1 µM],1%,-16%,0,0%,-3
Cc1cc(-n2c(C)nc3ccccc3c2=O)ccc1NC(=O)c1ccccc1[N+](=O)[O-],-10%,-2%,0.7%,-1%[57.1 µM],-1%,-8%,2,-13%,-2
CCN1CCCC1CNCc1ccccc1OCc1ccc(F)cc1 (stereo not drawn),1%,?,0.2%,13%,0%,-1%,3,-2%,2
Cc1ccccc1-c1nc(CS(=O)CC(=O)NCCN2CCOCC2)c(C)o1 (stereo not drawn),3%,-5%,0.4%,9%[57.1 µM],0%,0%,2,-21%,-1
COc1cc2nc(C)sc2cc1SC,9%,-5%,0.8%,-5%,-5%,3%,-11,-22%,-1
Cc1noc(C)c1S(=O)(=O)N(C)C[C@H]1OCc2cnnn2CCCC(=O)N([C@H](C)CO)C[C@@H]1C,-1%,2%,.,.,4%,-7%,-4,-23%,-3
CCC(c1nnc(SCC(=O)Nc2ccc(S(N)(=O)=O)cc2)n1Cc1ccccc1)N(C)C (stereo not drawn),-8%,1%,-0.8%,-5%,3%,10%,0,-4%,-18
COc1ccc(N2CCN(C(CNC(=O)c3ccc4c(c3)OCO4)c3ccco3)CC2)cc1 (stereo not drawn),0%,-2%,0.3%,4%,4%,-5%,1,-3%,-5
OC(CNCc1cccs1)c1ccccc1 (stereo not drawn),1%,0%,2.7%,11%[57.1 µM],2%,-73%,3,-14%,-3
CCn1c(C)nc2cc(C(=O)NNS(=O)(=O)c3ccc(C)c(C)c3)ccc21,1%,-3%,2.1%,-9%,-11%,0%,9,-3%,3
CCNC(=S)NNC(=O)c1cc(C2CC2)nc2ccccc12,0%,-2%,1.5%,4%,-6%,-3%,4,-5%,-4
O=C1CC(Sc2ncccn2)C(=O)N1c1ccccc1 (stereo not drawn),1%,-6%,-2.5%,-5%,0%,3%,0,-17%,-1
COc1cc(/C=C(\C#N)c2nc3ccccc3[nH]2)ccc1OCc1cccc(C(F)(F)F)c1,.,.,12%,-9%,.,.,-2,-7%,-1
CC1CCCCC12NC(=O)N(CC(=O)NCC(=O)Nc1ccc(F)c(F)c1F)C2=O (stereo not drawn),2%,-2%,-1.2%,2%,6%,0%,2,-18%,-7

# Random excerpt: two records from the list
SMILES,IDH1 R132H inh,Glioma ERSR ind,RXFP1 agonist,TrxR1 substrate,Vif-A3G inh,Vif-APOBEC3F blk,PI4K2A inh,USP1-UAF1 inh,LDHA block
CC(C)Cn1cc(C(=O)NCCCN2CCCC2=O)c2c3ccccc3n(C)c2c1=O,4%,-4%,2.2%,99%[activator],1%,-2%,1,-1%,10
CCC(c1nnc(SCC(=O)Nc2ccc(S(N)(=O)=O)cc2)n1Cc1ccccc1)N(C)C (stereo not drawn),-8%,1%,-0.8%,-5%,3%,10%,0,-4%,-18

# (continued)
SMILES,IDH1 R132H inh,Glioma ERSR ind,RXFP1 agonist,TrxR1 substrate,Vif-A3G inh,Vif-APOBEC3F blk,PI4K2A inh,USP1-UAF1 inh,LDHA block
Cc1cc(C)nc(NC(=O)CSc2ccccn2)n1,-3%,-3%,2.6%,-1%,4%,-9%,4,-9%,-19
CC(C)Oc1ccc(C(=O)N2CCN(c3nc4c(F)cc(F)cc4s3)CC2)cc1,-9%,0%,2.1%,1%[57.1 µM],2%,2%,-4,-11%,-3
O=C(Nc1cccc2ccccc12)N1CCOCC1,5%,-6%,2.1%,46%[activator],-7%,-3%,2,-8%,20
O=C(Nc1ccc(Cl)cc1)N1CC=CCC1,2%,2%,2.1%,10%[57.1 µM],-3%,3%,0,-12%,-8
C/C(=N/NC(=O)c1ccc(Cn2cccn2)o1)c1cccc(NC(=O)c2ccncc2)c1,-9%,4%,2.1%,-3%,-1%,-8%,0,-17%,-2
Cc1cc(S(=O)(=O)N2CCCc3ccccc32)ccc1-n1cnnn1,1%,-5%,-1.8%,4%,1%,18%,1,-4%,-3
CN1C(=O)NC(c2ccc(O)cc2)C2=C1CN(c1ccccc1)C2=O (stereo not drawn),-4%,1%,4.7%,6%,0%,3%,-4,-22%,-1
Cc1cccc(OCCCC(=O)Nc2ccc(S(N)(=O)=O)cc2)c1C,7%,-3%,0.1%,4%,-7%,3%,-3,-10%,-2
Cc1ccc(S(=O)(=O)Nc2ccc(NC(=O)c3cccs3)cc2)cc1,12%,-6%,2.2%,-3%,0%,-1%,-2,-23%,1
COc1ccc(CNC(=O)NC2CCCCC2)cc1,0%,2%,1.2%,2%,-3%,-1%,0,-18%,1
COc1ccccc1NC(=O)CC(=O)CSc1nnc(-c2ccc(C)cc2)n1-c1ccccc1,0%,-2%,-1.3%,-2%,-1%,7%,-5,-11%,3
COc1ccc(-c2cccc(C(=O)Nc3ccc(C)cc3)c2)cc1,1%,-5%,0.2%,6%,-5%,-1%,-2,-17%,-15
CC1=C(C(=O)Nc2ccccc2)C(c2ccco2)NC(=S)N1 (stereo not drawn),-6%,-4%,0.4%,-9%,-2%,4%,-2,-7%,-3
CCc1cc(CNC(=O)c2ccc(OC)c(OC3CCN(C(C)C)CC3)c2)on1,-3%,-1%,-0.5%,0%,2%,-14%,-4,-10%,-7
O=S(=O)(c1ccccc1F)N(Cc1ccco1)Cc1nnc(-c2ccccc2Br)o1,8%,2%,4.4%,-3%,0%,4%,-3,-20%,2
COc1ccc(-c2c(C)nn3c(C(F)(F)F)cc(-c4ccccc4)nc23)cc1OC,-11%,-1%,0.5%,-3%,-5%,1%,-8,-2%,-12
O=C1C(Cl)=C(N2CCCCC2)C(=O)C(Cl)=C1c1cnc(N2CCCCC2)s1,24%,-6%,0.0%,-3%,-15%,-12%,-12,-21%,57
CNC(=O)c1ccc2c(c1)N=C(C)c1cc(C)ccc1S2,-11%,-1%,3.0%,2%,?,?,3,-15%,1
CC(C)(C)OC(=O)NCCc1nnc(SCc2ccccc2)o1,8%,-3%,1.3%,-1%,2%,15%,2,-17%,-3
COc1cccc(NC(=O)COC(=O)CCS(=O)(=O)c2ccc(C)cc2)c1,16%,-4%,-2.2%,8%[57.1 µM],-1%,9%,5,-19%,-7
CCCCc1nnc(NC(=O)CCS(=O)(=O)c2ccc(C)cc2)s1,10%,-8%,1.2%,4%,?,12%,0,-30%,-4
COc1ccc2nc(SCC(=O)NCc3ccc(OC)c(OC)c3)[nH]c2c1,0%,-6%,0.1%,5%[57.1 µM],-2%,-3%,-2,-17%,-7
COC(=O)c1ccc(CSc2n[nH]c(C)n2)o1,-2%,-3%,0.7%,5%,-1%,-3%,-4,-18%,-2
COc1ccccc1NC(=O)Nc1nc(C(N)Cc2ccc(Cl)cc2)cs1 (stereo not drawn),.,-12%,.,.,-7%,.,2,.,-17
O=C(NC(Cc1c[nH]c2ccccc12)C(=O)O)c1ccc2c(c1)OCO2 (stereo not drawn),10%,-5%,-0.2%,-1%,0%,-6%,5,-6%,-4
CS(=O)(=O)N(CC(=O)Nc1ccccc1C(=O)N1CCCC1)c1cccc([N+](=O)[O-])c1,-8%,-3%,-0.9%,-2%,1%,-1%,-2,-9%,-3

# Screening data: PubChem BioAssay, National Center for Advancing Translational Sciences (NCATS)
